# Assay outcomes deposited in PubChem by The Scripps Research Institute Molecular Screening Center.
# ADAM17 inh = inhibits human ADAM17; P78536; recombinant ADAM17, EDANS/DABCYL FRET peptide cleavage; inhibition, % at 6.95 µM; hit rate 0.83% among 370,000; AID 720648;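 active = inhibition above the mean of compounds lying between control limits plus 3 SD, set per campaign, cut at about 8.5% in these data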;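 also: 0% = DMSO-only wells as the low control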
# GAA850 FXN act = increases GAA850 frataxin promoter reporter activity; HEK293 lucGAA850 FXN promoter luciferase reporter, 24 h; percent of 10 µM SAHA response; activation, % at 6 µM; hit rate 0.56% among 360,000;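 active = activation above the average of all compounds screened plus 3 SD, cutoff fixed separately per campaign, cut at about 7.5% in these data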;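 also: 0% = DMSO wells and 100% = 10 µM SAHA wells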
# ADAM10 inh = inhibits human ADAM10. AID 720582. hit rate 0.62% among 370,000. inhibition, % at 7 µM. recombinant ADAM10, EDANS/DABCYL FRET peptide cleavage, 3 h;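 active = inhibition above a per-campaign cutoff equal to the mean of compounds falling between control-based bounds plus 3 SD, cut at about 20% in these data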;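 also: 0% = DMSO wells while the 100% control is not disclosed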
# HGIII-sPLA2 inh = Inhibits HGIII-sPLA2 liposome hydrolysis, primary screen; inhibition, % at 12.2 µM; hit rate 0.56% among 370,000; QFRET BODIPY PC-A2 liposome hydrolysis, fluorescence; AID 743126;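 active = inhibition above mean plus 3 SD of compounds lying within the high and low control bounds, cut at about 19% in these data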;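 also: 0% = median of test compound wells and 100% = no enzyme DMSO wells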
# ssDAF12 agonist = S. stercoralis DAF-12 activation, primary screen; HEK293 ssDAF-12/GRIP1 lit1-tk-luc reporter, luminescence; % of 3 µM dafachronic acid response; activation, % at 6.8 µM; hit rate 1% among 370,000;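 active = activation above the mean over all tested compounds plus 3 SD, cut at about 0.9% in these data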;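 also: 0% = DMSO-only wells and 100% = 3 µM delta7-dafachronic acid wells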
# PLC-beta3 inh = inhibitors of human phospholipase C beta3 | Purified PLC-beta3, fluorogenic substrate, fluorescence | inhibition, % at 12.2 µM | hit rate 0.18% among 370,000; in the data active = inhibition above about 11%;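 also: 0% = median of compound wells on plate and 100% = full blocker control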
# Target sequence (Q01970 whole entry, looked up): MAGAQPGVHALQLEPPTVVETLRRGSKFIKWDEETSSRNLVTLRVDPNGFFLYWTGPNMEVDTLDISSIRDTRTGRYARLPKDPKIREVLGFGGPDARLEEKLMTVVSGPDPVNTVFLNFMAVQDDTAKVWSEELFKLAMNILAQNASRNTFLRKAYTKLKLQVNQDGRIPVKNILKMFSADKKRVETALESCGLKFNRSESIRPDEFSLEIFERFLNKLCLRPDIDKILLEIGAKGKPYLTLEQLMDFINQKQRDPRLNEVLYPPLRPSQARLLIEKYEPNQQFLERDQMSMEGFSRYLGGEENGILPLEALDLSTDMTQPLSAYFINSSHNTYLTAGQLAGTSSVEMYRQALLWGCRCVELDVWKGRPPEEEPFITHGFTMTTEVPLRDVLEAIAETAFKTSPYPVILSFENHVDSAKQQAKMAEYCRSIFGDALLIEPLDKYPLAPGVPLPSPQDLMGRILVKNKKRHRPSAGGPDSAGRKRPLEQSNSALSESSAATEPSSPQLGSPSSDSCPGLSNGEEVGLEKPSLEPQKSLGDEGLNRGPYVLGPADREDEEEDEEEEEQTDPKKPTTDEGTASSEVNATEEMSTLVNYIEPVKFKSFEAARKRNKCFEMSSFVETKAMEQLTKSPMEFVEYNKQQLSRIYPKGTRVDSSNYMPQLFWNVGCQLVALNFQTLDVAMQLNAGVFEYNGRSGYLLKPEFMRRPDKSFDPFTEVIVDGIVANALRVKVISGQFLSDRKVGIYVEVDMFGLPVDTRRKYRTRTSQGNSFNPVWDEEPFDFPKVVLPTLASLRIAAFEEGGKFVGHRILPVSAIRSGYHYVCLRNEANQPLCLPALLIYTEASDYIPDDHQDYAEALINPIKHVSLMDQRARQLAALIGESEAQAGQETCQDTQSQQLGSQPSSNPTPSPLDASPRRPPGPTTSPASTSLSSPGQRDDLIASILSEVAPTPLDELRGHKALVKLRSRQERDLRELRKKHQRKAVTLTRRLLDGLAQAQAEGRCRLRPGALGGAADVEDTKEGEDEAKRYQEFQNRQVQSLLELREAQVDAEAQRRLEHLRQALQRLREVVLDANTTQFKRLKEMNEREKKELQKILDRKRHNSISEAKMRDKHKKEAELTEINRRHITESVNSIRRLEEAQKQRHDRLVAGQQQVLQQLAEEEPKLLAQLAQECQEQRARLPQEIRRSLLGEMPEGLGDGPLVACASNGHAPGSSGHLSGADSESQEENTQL
# DAX1 inh-1 = blocks DAX1 repression of SF-1 activated StAR promoter; HEK293T StAR-luciferase reporter, SF-1/DAX-1 repression relief; AID 652010; inhibition, % at 6.8 µM; hit rate 1.1% among 370,000;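 active = inhibition above the mean over all tested compounds plus 3 SD, cut at about 3.6% in these data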;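 also: 0% = DAX-1 cells with DMSO and 100% = cells lacking DAX-1 with DMSO; higher inhibition means more luminescence from relief of DAX-1 repression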
# hgDAF12 agonist = agonists of H. glycines DAF-12 nuclear receptor; HEK293 GAL4-hgDAF12 UAS-luciferase reporter, agonist luminescence; normalized to butyrate control; activation, % at 6.8 µM; hit rate 1.8% among 370,000;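 active = activation above a cutoff set at the mean of all screened compounds plus 3 SD, cut at about 10% in these data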;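 also: 0% = DMSO wells and 100% = sodium butyrate wells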
# hcDAF12 agonist = activators of H. contortus DAF-12 nuclear receptor; hit rate 1.4% among 370,000; HEK293 hcDAF-12 lit1-tk-luc reporter, luminescence; 0% DMSO, 100% Δ7-dafachronic acid; activation, % at 6.8 µM; AID 652067;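 active = activation above the mean of all tested compounds plus 3 SD, cut at about 5.5% in these data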;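 also: 100% = response to 3 µM Δ7-dafachronic acid high control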
# DAX1 inh-2 = inhibitors of human orphan nuclear receptor DAX1 (NR0B1). P51843. HEK293 Gal4-DAX1 luciferase reporter, luminescence. hit rate 0.99% among 340,000. inhibition, % at 6.75 µM. AID 504766;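 active = inhibition above the mean over all tested compounds plus 3 SD, cut at about 4.2% in these data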;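 also: 0% = DAX1-transfected cells with DMSO and 100% = empty-vector control cells with DMSO; inhibition shows as a rise in luminescence from relieved DAX1 repression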
# PLC-gamma1 inh = blocks human PLC-gamma1 enzyme activity; purified PLC-gamma1, fluorogenic substrate, fluorescence; P19174; inhibition, % at 12.2 µM; AID 720700; hit rate 0.84% among 370,000; in the data active = inhibition above about 9.5%
# * = called active by the depositor; x = no result given.
SMILES,ADAM17 inh,GAA850 FXN act,ADAM10 inh,HGIII-sPLA2 inh,ssDAF12 agonist,PLC-beta3 inh,DAX1 inh-1,hgDAF12 agonist,hcDAF12 agonist,DAX1 inh-2,PLC-gamma1 inh
COc1ccc(Cl)cc1NC(=O)CN(C)C(=O)c1cccc2cccnc12,4,-0.3,3,-5,0.1,1,0.6,-1.3,1.9,-0.3,5
COc1cc(/C=C/C(=O)OCC(=O)NC2CCS(=O)(=O)C2)ccc1O (stereo unspecified),-13,0.6,-39,1,-1.4,-35,0.1,1.4,0.0,0.1,-31
Nc1ccc2c(c1Br)Cc1ccccc1-2,-4,2.0,-27,15,-0.4,0,0.0,7.7,2.8,0.9,1
CC(C)Cc1cc(C(=O)N2CCCC(CCC(=O)N(C)CCc3ccccn3)C2)no1 (stereo unspecified),0,1.4,-1,1,-1.3,2,-0.6,1.3,-0.7,-0.6,1
CC1CCN(CCCCOc2cccc(C(C)C)c2)CC1,1,1.3,2,3,-1.2,1,-0.1,-0.2,-1.7,0.5,4
CN1OC[C@@H]2CN(C(=O)C(C)(C)C)[C@H](c3ccc(-c4cccnc4)cc3)C[C@@H]21,-4,x,-4,15,-0.9,1,1.3,-1.2,-2.2,x,-2
O=C(CN1CCN(Cc2ccc(Cl)cc2)CC1)N/N=C/C=C/c1ccccc1[N+](=O)[O-],-5,1.1,10,-14,-1.3,5,-1.7,-3.0,-0.2,-1.7,2
O=C(Nc1ccccc1)NC1CCN(Cc2c(F)cccc2Cl)CC1,-7,-1.2,2,-2,-1.3,-7,0.0,1.0,2.0,2.2,-2
COc1ccc(C(=O)Cc2nnc(C)s2)cc1,0,4.6,0,-10,-1.1,-1,0.7,4.9,4.0,4.8*,-1
O=C(Nc1ccc2ccccc2c1)c1ccccc1F,-2,2.7,-1,2,1.6*,-8,2.1,19*,14*,0.5,0
Cc1ccc(S(=O)(=O)N2CCN(C(=O)c3ccc(OCc4c(C)noc4C)cc3)CC2)cc1,-6,-2.0,-9,-15,-0.9,-2,-1.5,-4.5,-0.8,-1.6,-2
CC1(C)NS(=O)(=O)Oc2ccccc21,-1,4.2,4,2,-0.8,2,-0.4,-0.3,-0.6,0.3,0
CC(C)Oc1cc(F)ccc1-c1cc(C(=O)Nc2ccccc2)[nH]n1,4,-1.2,7,-18,-1.5,4,1.6,4.7,0.7,x,-2
Cc1ccc(C(=O)NCCNC(=O)c2ccc(C)nc2)cc1,-6,1.2,-2,6,-0.6,-7,-0.4,0.6,-1.0,-0.1,1
CCn1c(SCC(=O)Nc2c(C)n(C)n(-c3ccccc3)c2=O)nc2c1c(=O)n(C)c(=O)n2C,-3,3.5,-1,3,-1.5,2,-0.1,0.5,-1.1,x,2
COC(=O)c1ccc2nc(-c3ccco3)c(Cc3ccccc3)n2c1,-13,x,-46,-4,0.4,-52,0.1,0.8,2.6,x,-28
COC(=O)c1c(Sc2ccccc2)c2ccccc2n1C,0,-1.5,1,20*,-1.1,-9,-0.5,-1.9,-2.7,-1.2,-2
O=C(NCCc1ccccc1)c1ccccc1NS(=O)(=O)N1CCCC1,-41,3.2,-149,-8,-0.9,-27,1.8,6.2,0.9,0.8,-27
CCc1ccc(NC(=O)CCS(=O)(=O)c2ccc3c(c2)CCN3C(C)=O)cc1,-5,-1.7,-10,6,-1.5,-1,-1.9,0.2,-1.2,0.9,-1
CCOC(=O)C1CCCN(/C=C2\SC(=S)N(CC)C2=O)C1 (stereo unspecified),0,-0.2,2,3,-1.4,-5,0.0,1.5,-1.1,-1.2,0
O=C(NCc1ccco1)c1ccc(-c2csnn2)cc1,0,3.4,3,-4,-1.5,-4,0.1,0.4,-0.6,1.5,-2
CC(CN1CCCCC1)OC(=O)/C=C/c1ccccc1 (stereo unspecified),-8,-0.6,-7,0,-1.4,-5,0.3,2.9,-0.6,0.7,-1
CC(C)CCc1noc(CN(C)CC2CCN(Cc3ccccc3)CC2)n1,-7,1.4,-8,-1,-1.0,-8,0.8,-0.1,-0.7,-0.8,-1
CC(C)(C)OC(=O)NOCC(=O)N(CC(=O)c1ccccc1)Cc1ccccc1,3,0.6,-4,-7,-1.6,2,0.1,-0.5,-1.0,-0.1,3
C#Cc1ccc([C@H]2C=C(C(=O)O)O[C@@H](OCc3ccc(CO)cc3)C2)cc1,-5,0.7,-4,-6,-1.0,-10,-0.1,-0.2,-0.7,1.3,-7

# Copied from the list:
# Result for `COC(=O)c1ccc2nc(-c3ccco3)c(Cc3ccccc3)n2c1` under HGIII-sPLA2 inh: -4
# Result for `CC(C)Oc1cc(F)ccc1-c1cc(C(=O)Nc2ccccc2)[nH]n1` under HGIII-sPLA2 inh: -18

# Carrying on.
SMILES,ADAM17 inh,GAA850 FXN act,ADAM10 inh,HGIII-sPLA2 inh,ssDAF12 agonist,PLC-beta3 inh,DAX1 inh-1,hgDAF12 agonist,hcDAF12 agonist,DAX1 inh-2,PLC-gamma1 inh
c1ccc(CSc2ccc(-c3ccccn3)nn2)cc1,5,2.2,9,5,0.4,-2,3.4,12*,4.9,1.5,1
Cc1cc(/C=N/n2cnnc2)c(C)n1-c1ccccc1,-1,2.2,4,3,-0.5,2,-0.2,2.6,-0.9,0.8,1
CCOC(=O)c1cc(CC)sc1N,1,0.3,-15,7,-1.1,0,-0.6,-2.5,-0.7,0.5,0
Cc1cc(C)c2c(c1)/C(=N/NC(=O)c1ccc(O)cc1)CCC2,-4,1.4,-5,-1,-2.0,-10,0.2,4.0,-0.1,-0.7,-3
CCOc1ccccc1N(CC(=O)N1CCN(Cc2ccccc2)CC1)S(=O)(=O)c1ccccc1,1,-1.1,-6,-10,-0.9,5,-0.2,1.6,0.0,0.7,4
c1ccc(OCCN2C3=NCCN3c3ccccc32)cc1,-1,-1.1,-16,14,-1.1,1,0.0,-1.6,-1.4,0.3,-2
Cc1ccc2c(c1)NC(=O)C(CC(=O)N(C)Cc1ccccc1)O2 (stereo unspecified),-4,-1.3,-8,2,-1.0,-15,0.5,1.1,-1.1,-2.4,-7
Cn1nccc1C(=O)Nc1sc2c(c1C#N)CCCC2,0,5.8,3,6,-0.6,-14,4.3*,6.8,1.1,0.3,-1
CC(=O)NC1(c2cccc(F)c2)CCN(CC(=O)NC(C)C)CC1,-2,-2.5,-38,-2,-1.4,1,-1.4,-0.6,-2.5,0.5,4
COc1ccccc1CCNC(=O)CNC(=O)Cc1cccc2ccccc12,6,0.1,10,-8,-0.8,1,0.1,-0.3,1.3,-0.2,5
O=C1/C(=C/c2ccc(F)cc2)SC(=S)N1NS(=O)(=O)c1ccccc1,4,-0.5,9,-10,-0.4,0,0.1,-0.7,1.6,0.9,6
COc1ccc(N(CC(=O)Nc2ccc3c(c2)OCCO3)S(C)(=O)=O)c(OC)c1,-6,-5.7,0,1,-1.9,3,-2.0,-5.7,-2.8,0.1,-7
CN(C)c1ccc(/C=N/NC(=O)c2ccccc2Cl)cc1,2,-2.5,1,2,-0.8,-36,-2.0,5.2,0.9,-1.2,-32
O=C(O)CC1(CC(=O)NCc2ccc(F)cc2)CCCCC1,-4,0.5,-3,1,0.1,-3,0.0,2.0,2.6,-0.4,1
O=C1CC2(CCCCCC2)Oc2ccccc21,-3,-0.8,-12,3,-0.1,6,0.2,0.5,3.5,0.7,3
CCCn1c(Sc2nc3c(c(=O)[nH]c(=O)n3C)n2CCC)nc2c1c(=O)[nH]c(=O)n2C,-2,3.0,3,4,0.3,1,-0.5,0.4,1.4,-1.1,-2
Cc1cc2cc(CNC(=S)NC3CCCCC3)ccc2[nH]1,2,-0.7,-2,-2,-1.5,-3,0.7,-2.6,-1.0,0.6,0
O=C(C[C@H]1C[C@H](C(=O)N2CCCCC2)[C@@]2(CCc3ccccc3)c3[nH]c4ccc(Cl)cc4c3CCN2C1=O)NCc1ccco1,4,-1.4,1,-1,-0.5,2,2.1,-2.6,-0.6,0.7,1
O=C(c1cc(S(=O)(=O)N2CCC3(CC2)OCCO3)ccc1F)N1CCCCC1,-1,-1.1,1,4,-2.0,-3,-0.1,-1.1,-0.9,0.8,3
COc1ccc(OCC(=O)Nc2ccc3c(c2)nc(CCN2CCN(C)CC2)n3C)cc1,-8,0.5,-8,6,-1.0,-8,-0.3,0.7,-0.3,0.2,1
COc1cc2c(cc1CNC[C@H]1O[C@@H](n3cnc(C(N)=O)n3)[C@H](O)[C@@H]1O)OCO2,-5,-0.4,-13,10,-0.7,3,0.7,-0.7,-0.4,-0.3,0
O=S(=O)(c1ccc2ccccc2c1)N1C=CC(C(F)(F)F)=NCC1,0,-1.1,6,-13,-1.4,1,0.1,-0.7,-1.3,0.7,1
COc1ccccc1C(=O)Oc1cc(C)[nH]c(=O)c1[N+](=O)[O-],1,-0.1,-2,3,-1.7,3,0.0,-0.9,1.3,-0.7,1
CC(=O)Nc1c(O)nc(SC/C=C/CSc2nc(O)c(NC(C)=O)c(=O)[nH]2)[nH]c1=O,-1,0.3,3,2,-0.8,1,0.3,-0.9,1.1,-0.6,1
Cc1ccc(-c2n[nH]c(Cc3ccccc3)n2)cc1,3,5.6,-5,-3,-0.5,-3,0.7,7.2,2.6,2.3,0

# (further entries)
SMILES,ADAM17 inh,GAA850 FXN act,ADAM10 inh,HGIII-sPLA2 inh,ssDAF12 agonist,PLC-beta3 inh,DAX1 inh-1,hgDAF12 agonist,hcDAF12 agonist,DAX1 inh-2,PLC-gamma1 inh
Cc1cccc(C(=O)N[C@@H](C)C(=O)N2CCN(c3ncccn3)CC2)c1,-8,1.6,-15,17,-0.5,-25,-0.8,-1.9,2.3,0.3,-1
Cc1cnc([N+](=O)[O-])n1CCOC(=O)NC(=O)c1c(F)cccc1F,-4,1.5,-4,3,-2.0,-6,2.8,-2.9,-1.2,1.6,0
CCOC(=O)Cc1c(C)nc2c(-c3ccc(Cl)cc3)cnn2c1C,-3,5.0,-3,-4,-1.3,-203,0.3,2.4,-1.7,-0.3,-190
CC(/C=N/n1cnnc1)=C\c1ccccc1,-4,0.0,2,4,-1.0,6,0.1,-0.7,-1.3,-0.5,1
O=C(CN1CCSC1=NCc1ccccc1)c1ccccc1,1,0.0,0,-30,-0.9,2,0.1,-2.1,-0.9,-0.4,1
c1ccc2c(c1)c1cccc3ccc4cccc2c4c31,-2,0.3,-14,-7,-0.2,-1,0.3,-3.6,-2.2,0.3,0

# One compound at a time (already shown). Screens in order: ADAM17 inh | GAA850 FXN act | ADAM10 inh | HGIII-sPLA2 inh | ssDAF12 agonist | PLC-beta3 inh | DAX1 inh-1 | hgDAF12 agonist | hcDAF12 agonist | DAX1 inh-2 | PLC-gamma1 inh
# Entry for Cc1cccc(C(=O)N[C@@H](C)C(=O)N2CCN(c3ncccn3)CC2)c1 : -8 | 1.6 | -15 | 17 | -0.5 | -25 | -0.8 | -1.9 | 2.3 | 0.3 | -1
# Entry for c1ccc2c(c1)c1cccc3ccc4cccc2c4c31 : -2 | 0.3 | -14 | -7 | -0.2 | -1 | 0.3 | -3.6 | -2.2 | 0.3 | 0
# Entry for CCOC(=O)Cc1c(C)nc2c(-c3ccc(Cl)cc3)cnn2c1C : -3 | 5.0 | -3 | -4 | -1.3 | -203 | 0.3 | 2.4 | -1.7 | -0.3 | -190
